Assay outcomes from PubChem.
DT40 TDP1 no CPT: qHTS for Inhibitors of human tyrosyl-DNA phosphodiesterase 1 (TDP1): qHTS in cells in absence of CPT; Potency, µM (series often up to 46.2 µM), inactives show at the top dose activity change, negative = growth inhibition, usual class: inhibitors; AID 686978, 2013; DT40 Tdp1-/- hTDP1 cells, no CPT, ATP luminescence, 48 h; actives 15% (n = 420,000); note: nearly all actives have a fitted effect of over 55% in size
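Cells were dispensed at 400 per well, compounds added by pin tool, plates incubated ≥48 hr at 37 °C, then CellTiter-Glo added for 30 min at room temperature before luminescence reading. Line: DT40 Tdp1-/- complemented with hTDP1; camptothecin omitted.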
TDP1 inh: qHTS Assay for Inhibitors of Tyrosyl-DNA Phosphodiesterase (TDP1). Tyrosyl-DNA phosphodiesterase 1 (Homo sapiens), Q9NUW8. recombinant TDP1, AlphaScreen DNA substrate cleavage. Potency, µM (doses to about 130 µM), inactives show at the top dose activity change, negative = inhibition, actives largely listed as inhibitors. actives 0.28% (n = 350,000); note: nearly all actives have a fitted effect of over 40% in size
Target sequence (Q9NUW8 whole entry, looked up): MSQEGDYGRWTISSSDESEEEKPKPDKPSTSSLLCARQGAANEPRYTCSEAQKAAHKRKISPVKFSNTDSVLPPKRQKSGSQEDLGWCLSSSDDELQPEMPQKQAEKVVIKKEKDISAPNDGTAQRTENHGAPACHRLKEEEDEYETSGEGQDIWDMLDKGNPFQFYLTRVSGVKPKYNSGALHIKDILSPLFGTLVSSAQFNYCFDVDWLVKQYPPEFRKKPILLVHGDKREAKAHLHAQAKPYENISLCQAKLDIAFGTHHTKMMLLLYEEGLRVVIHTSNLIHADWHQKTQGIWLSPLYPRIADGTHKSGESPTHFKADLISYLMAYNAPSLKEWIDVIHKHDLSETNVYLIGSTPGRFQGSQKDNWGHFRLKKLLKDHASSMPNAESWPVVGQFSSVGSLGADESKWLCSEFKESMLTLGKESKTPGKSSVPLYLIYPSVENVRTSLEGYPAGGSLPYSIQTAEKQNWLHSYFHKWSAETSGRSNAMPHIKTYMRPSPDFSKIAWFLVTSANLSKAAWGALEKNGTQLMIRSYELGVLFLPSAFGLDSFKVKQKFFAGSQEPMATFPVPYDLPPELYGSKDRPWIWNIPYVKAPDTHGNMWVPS
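Recombinant human Tdp1 (E. coli-expressed, 1 nM final) preincubated with compounds 15 min at room temperature, then 5'-biotin/3'-phosphotyrosine-FITC DNA substrate (15 nM final) added for 5 min. AlphaScreen beads (10 ug/ml final) added 10 min; cleavage lowers signal.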
TDP1 cell CPT: qHTS for Inhibitors of human tyrosyl-DNA phosphodiesterase 1 (TDP1): qHTS in cells in presence of CPT; AID 686979, 2013; chicken DT40 Tdp1-/-;hTDP1 cells + 20 nM CPT, ATP luminescence, 48 h; Potency, µM (doses to about 46.2 µM), inactives show at the top dose activity change, negative = growth inhibition, most hits filed as inhibitors; actives 12% (n = 420,000); note: nearly all actives have a fitted effect of over 55% in size
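Chicken DT40 Tdp1-/- cells complemented with human TDP1, 400 cells/well, exposed to compounds plus 20 nM camptothecin for at least 48 h at 37 C; viability read as ATP content by CellTiter-Glo luminescence.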
* = called active by the depositor; ? = inconclusive; · = no result given; & = joins results of further samples; [ ] = dose if it differs, or a comment. Calls come from the whole dose curve; as a rule, active = well fitted curve in the direction sought with a large enough effect; inconclusive = small, poorly fitted or top-dose-only effect, or another doubt; inactive = no such curve, though single readings can be large; an effect the other way counts as inactive or inconclusive. % is set by controls: 0 for no effect and ±100 for the full control effect; potency is the fitted concentration of half-maximal effect. The order is random; any-hit rate near 18%.

SMILES	DT40 TDP1 no CPT	TDP1 inh	TDP1 cell CPT
COCc1cccc(-c2csc(C(O)c3ccc(F)c(OC)c3)n2)c1 (stereo not drawn)	21µM*	·	8.2µM*
O=C(Cc1ccc(NC(=O)C2CCN(C(=O)C3CC3)CC2)cc1)Nc1cccc(C(=O)N2CCCC2)c1	-9%	·	6%
C[C@H](NC(=O)c1nc[nH]c1C(=O)N1CCc2ccccc2C1)C(=O)OC(C)(C)C	-22%	6%	-24%
CN1CCC2CC1c1cc(-c3ccc(C(F)(F)F)cc3)ccc12 (stereo not drawn)	?	·	?
C#CCOCCOCCOCCNc1nc(N2CCN(C(=O)CCCCCCCCCCNC(=O)[C@@H](CCSC)n3cc(CCO)nn3)CC2)nc(N2CCN(C(=O)CCCCCCCCCCNC(=O)[C@H]([C@@H](C)CC)n3cc(CCCCCN)nn3)CC2)n1	16µM*	13%	?
Cc1cc(=O)n2nc(N3CCC(C(=O)NC4CCCc5ccccc54)CC3)sc2n1 (stereo not drawn)	-26%	0%	-25%
c1ccc(Cc2nnc(SCc3nc(-c4cccs4)no3)n2-c2ccccc2)cc1	?	4%	?
CCOc1ccccc1NC(=O)CCCNC(=O)Cn1cnc2sc(C)c(C)c2c1=O	?	0%	?
COc1cc(CNCCc2ccc(S(N)(=O)=O)cc2)ccc1OCC(=O)NC1CCCCC1	-28%	-2%	?
CCc1ccc(-n2c(O)cnc2Nc2nc(C)cc(C)n2)cc1	-29%	3%	-7%
Cc1cc2cc3c(cc2nc1SCC(=O)Nc1c(C)cccc1C)CCC3	?	0%	?
COc1ccccc1CNC(=O)CCC(=O)N1CCOc2ccc(Cl)cc21	?	·	?
O=C(Cc1sc(Nc2ccccc2)nc1-c1ccccc1)NCc1ccccc1	?	-3%	16µM*
Cc1sc2nc(CSCC(=O)Nc3cc(F)ccc3F)[nH]c(=O)c2c1C	?	0%	-9%
Cc1ccc(Cn2c(=O)n(-c3cccc(C(F)(F)F)c3)c(=O)c3c(C)c(C)sc32)c(C)c1	?	-2%	?
CC(C)Oc1ccc(CNS(=O)(=O)c2csc(C(N)=O)c2)cc1	21µM*	0%&3%	16µM*
CCOC(=O)N1CCN(C(=O)Cc2ccsc2)CC1	0%	-1%	?
N#Cc1c(N)n(-c2cccc(Cl)c2)c2nc3ccccc3nc12	-8%	·	-14%
Cc1ccc(N2C(=O)c3ccc(C(=O)N4CCN(c5ccc(C)c(C)c5)CC4)cc3C2=O)cc1	6%	6%	9%
Cc1ccc(CSc2ccc(S(=O)(=O)N3CCCC3)cn2)cc1	-24%	-13%	-13%
O=C(Nc1ccc(Cl)c([N+](=O)[O-])c1)c1ccc(NCCCN2CCOCC2)c([N+](=O)[O-])c1	2.3µM*	1%	2.3µM*
CCOc1ccc(Nc2oc(-c3cccc(Cl)c3)nc2C#N)cc1	?	3%	?
Cc1c(/C(O)=C2\C(=O)C(=O)N(CCCN(C)C)C2c2ccco2)cnn1-c1ccccc1 (stereo not drawn)	0%	·	-10%
Cc1cc(C)nc(NNS(=O)(=O)c2ccc(Cl)cc2)n1	-10%	0%	?
Cc1[nH]n(-c2ccccc2)c(=O)c1C=Nc1ccc(S(=O)(=O)N=C(N)N)cc1	-28%	1%	-11%
CN(C)CCCN(C(=O)c1cc2ccccc2oc1=O)c1nc2ccc(F)cc2s1	?	-3%	-20%
O=[N+]([O-])c1ccc(/C=N/n2cnc3ccccc32)s1	3.7µM*	3%	3.7µM*
CCN(CC)C(=O)Cn1nc(-c2ccccc2O)nc1SCC(=O)Nc1ccc(OC)cc1	-28%	-5%	-22%
Cc1cccc(Nc2ccc([N+](=O)[O-])cn2)c1	-24%	·	-4%
CN1CCN(C2Cc3cc(Cl)ccc3Sc3cc(F)ccc32)CC1 (stereo not drawn)	?	·	?
CCCCC[C@H](C)N1C[C@H](COCc2ccccc2)Oc2cc(N3CC[C@@H](O)C3)ccc2S1(=O)=O	?	·	?
Cc1ccc2c(c1)N(CC(=O)NCC1CCCO1)C(=O)CO2 (stereo not drawn)	2%	7%	3%
CCC(=O)Nc1cccc(C(=O)OCc2cccc([N+](=O)[O-])c2)c1	-4%	3%	-7%
Cc1cc2c(=O)n(C)c(SCC(=O)NC3CCCC3)nc2s1	-11%	·	-6%
O=C(CSc1cccc2cccnc12)N/N=C/c1cccnc1	4.1µM*	5%	23µM*
COc1ccccc1OCCCn1c(-c2ccc(Cl)cc2)nc2ccccc2c1=O	6%	·	-2%
COc1ccc([C@@H]2Sc3ccccc3NC(=O)[C@@H]2O)cc1	2%	·	8%
CC1CCCN(Cc2ccc(OCc3ccccc3)cc2)C1 (stereo not drawn)	?	·	-23%
O=C(CSc1nc2c(cnn2-c2ccccc2)c(=O)[nH]1)N1N=C(c2cccs2)CC1c1ccc(F)cc1 (stereo not drawn)	-1%	8%	-17%
Cc1ccc(C)c(NC(=O)CCN2CCN(C)CC2)c1	1%	·	9%

Complete entries as entered above. Values in the order: DT40 TDP1 no CPT, TDP1 inh, TDP1 cell CPT
O=[N+]([O-])c1ccc(/C=N/n2cnc3ccccc32)s1 in the list: 3.7µM*, 3%, 3.7µM*
CCOC(=O)N1CCN(C(=O)Cc2ccsc2)CC1 in the list: 0%, -1%, ?
CN(C)CCCN(C(=O)c1cc2ccccc2oc1=O)c1nc2ccc(F)cc2s1 in the list: ?, -3%, -20%
CC1CCCN(Cc2ccc(OCc3ccccc3)cc2)C1 (stereo not drawn) in the list: ?, ·, -23%
CN1CCC2CC1c1cc(-c3ccc(C(F)(F)F)cc3)ccc12 (stereo not drawn) in the list: ?, ·, ?

Next records
SMILES	DT40 TDP1 no CPT	TDP1 inh	TDP1 cell CPT
Cc1cccc(C(=O)N2CCc3cc(CNC(=O)c4cc5ccccc5[nH]4)ccc32)c1	-8%	5%	-18%
CC1(C(=O)NCCc2c[nH]c3ccccc23)CCN1CC1CCCCC1 (stereo not drawn)	?	·	?
Cc1cccc(NC(=O)c2ccccc2O)c1C	?	0%	21µM*
CN(CC(=O)Nc1ccccc1N1CCOCC1)CC(=O)Nc1ccc(F)c(F)c1F	?	9%	-30%
CN(C)S(=O)(=O)c1cccc(NC(=O)COC(=O)CNC(=O)c2cccc([N+](=O)[O-])c2)c1	-26%	-2%	-19%
CCCCN(C(=O)NC(=O)Nc1nc2ccc(OC)cc2s1)S(C)(=O)=O	-18%	-6%	-26%
COCCN(C(=S)Nc1cc(C)cc(C)c1)C(C)c1cccnc1 (stereo not drawn)	?	6%	-23%
COCCc1ncc(CN2CCCC(C(=O)Nc3cccc(-c4cccc(C)c4)c3)C2)cn1 (stereo not drawn)	23µM*	3%	?
O=C(O)CCn1c(-c2ccccc2)cc2ccccc21	3%	0%	7%
O=C1NN(c2ccc(F)cc2)C(=O)/C1=C/c1cccs1	-7%	-3%	17%
CCCCCCCOc1ccc(-c2ccc(C#N)cn2)cc1	?	-3%	-6%
O=C1CC(Nc2ccccc2)C(=O)N1c1ccc(N2CCOCC2)cc1 (stereo not drawn)	-3%	4%	-18%
O=c1oc(-c2ccc(Cl)cc2[N+](=O)[O-])nc2ccccc12	?	·	?
CCn1c(=O)c(CCC(=O)NCC2CCCO2)c(C)c2c(C)nn(-c3ccccc3)c21 (stereo not drawn)	?	4%	16µM*
CCOC(=O)c1c(/N=C/N(C)C)sc(C=O)c1-c1ccccc1	-28%	-3%	-1%
Cc1ccc(CCNC(=O)C2CCN(S(=O)(=O)c3cccc4nsnc34)CC2)cc1	-18%	-7%[56.1 µM]	-12%
Cc1[nH]c(=O)[nH]c(=O)c1S(=O)(=O)N1CCCC1	-6%	-1%	-1%
Cc1ccc(Nc2nc(N3CCOCC3)nc(N3CCOCC3)n2)cc1C	13µM*	9%	13µM*
COc1ccc(-c2nnc(-c3cccnc3)o2)cc1	0%	-2%	-6%
COc1ccc(-c2nc3c(n2O)CCCC3=O)cc1OC	2%	6%	-19%

Shown with each value named: four of the compounds above
> O=C1CC(Nc2ccccc2)C(=O)N1c1ccc(N2CCOCC2)cc1 (stereo not drawn)
  DT40 TDP1 no CPT: -3% | TDP1 inh: 4% | TDP1 cell CPT: -18%

> O=c1oc(-c2ccc(Cl)cc2[N+](=O)[O-])nc2ccccc12
  DT40 TDP1 no CPT: ? | TDP1 inh: · | TDP1 cell CPT: ?

> CCn1c(=O)c(CCC(=O)NCC2CCCO2)c(C)c2c(C)nn(-c3ccccc3)c21 (stereo not drawn)
  DT40 TDP1 no CPT: ? | TDP1 inh: 4% | TDP1 cell CPT: 16µM*

> CCOC(=O)c1c(/N=C/N(C)C)sc(C=O)c1-c1ccccc1
  DT40 TDP1 no CPT: -28% | TDP1 inh: -3% | TDP1 cell CPT: -1%

(continued)
SMILES	DT40 TDP1 no CPT	TDP1 inh	TDP1 cell CPT
CCOC(=O)c1c(C)n(C)c2ccc(OC)c(NC(=O)CCN3CCSCC3)c12	-9%	0%	0%
NC(=O)c1ccccc1N	1%	·	-9%
CC(C)(O)C#Cc1ccc(C(=O)NCCN2Cc3ccccc3OC(c3ccccc3F)C2)o1 (stereo not drawn)	-28%	·	10%[9.04 µM]
CS(=O)c1nc(-c2ccc(Br)cc2)cc(-c2ccccc2)c1C#N (stereo not drawn)	2.6µM*	5%	1.8µM*
O=C(O)CCCC(=O)Nc1cccc([N+](=O)[O-])c1	14%	3%	-3%
Cc1cc(NC(=O)CC#N)n(-c2nc3ccccc3[nH]2)n1	?	8%	?
CCc1c(C)nc(SCC(=O)c2ccc(C)c(C)c2)[nH]c1=O	-15%	5%	?
O=C(CNC1CCCC1)Nc1ccc(N2CCCCCC2)cc1	?	11%	?
CCC(=O)Nc1ccc(-c2nc3ncccc3o2)cc1C	-4%	6%	1%
COC(=O)c1sc(NC(=O)COc2cccnc2[N+](=O)[O-])c(C(=O)OC)c1C	-24%	-20%	-29%
CC(OC(=O)c1ccccc1O)C(=O)Nc1cccc(Cl)c1 (stereo not drawn)	13µM*	0%	-2%
CN(CCc1ccccn1)S(=O)(=O)c1ccc(F)cc1	-21%	0%	-10%
COC(=O)c1cc2ccccc2c(-c2c(O)ccc3ccccc23)c1O	?	6%	?
FC(F)(F)c1ccnc(Sc2n[nH]c(C(F)(F)F)n2)c1	?	0%	-26%
Cc1nn(-c2ccccc2)c(N)c1C(O)(CC(=O)C(F)(F)F)C(F)(F)F (stereo not drawn)	-2%	1%	-12%
CN1C(=O)CSc2ccc(NC(=O)Nc3ccccn3)cc21	?	-1%	29µM*
COc1ccc(OC)c2sc(N3CCN(C(=O)c4ccco4)CC3)nc12	-20%	0%	-2%
COC(=O)C1C2C=CC3(CN(Cc4cccs4)C(=O)C13)O2 (stereo not drawn)	3%	-4%	2%
CC(=O)Nc1ccc(NC(=O)COC(=O)c2ccc(S(=O)(=O)N(C)c3ccccc3)cc2)cc1	-16%	·	-5%
COc1ccc(-n2cnnc2SCCC#N)cc1	-1%	4%	2%
CCc1cnc2c(c1SCC(=O)Nc1ccc(OC)c(OC)c1)c(=O)n(C)c(=O)n2C	?	-5%	?
CC1CCN(CCc2nc3cc(NC(=O)C(C)C)ccc3n2C)CC1	20%	·	-4%
CCOC(=O)N1CCN(C(=O)C[C@@H]2C[C@@]3(C(=O)OCC)CCCC=C3N(Cc3ccc4c(c3)OCO4)C2=O)CC1	?	·	?
CC(C)[C@H](NC(=O)[C@@H]1CSC2c3ccccc3C(=O)N21)C(=O)NCC1CCCO1 (stereo partly drawn)	26%	3%	-2%
COc1ccc(S(=O)(=O)Nc2ccc3c(c2)n(C)c(=O)n3C)cc1F	?	·	23µM*
CCn1nnc2cc(C(=O)Nc3ccc(Cl)cc3C)ccc21	-15%	0%	2%
Cc1cc2cc(CN(Cc3ccco3)C(=O)C3CCCCC3)c(=O)[nH]c2cc1C	?	2%	-15%
COCCn1c(SCC(=O)/C=C2\N(C)c3ccccc3C2(C)C)nnc1-c1ccncc1	23µM*	4%	23µM*
Cc1cccc(-c2noc(CN(C(=O)COc3ccc(C(C)C)cc3)C(C)C)n2)c1	16µM*	1%	?
COc1ccc(Oc2cccc(Cl)c2CNC(=O)CSCC(=O)O)cc1	-2%	6%	-5%
